Source: PubChem BioAssay
Bfl-1 Bim block: human Bim-Bfl-1 interaction inhibition; Q16548; Bead-based flow cytometry, Bim-Bfl-1 binding inhibition; inhibition, % at 10 µM; 190,000 compounds, 0.12% hits; AID 1008;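 further: 0% = wells without compound plus tracer and 100% = blocker peptide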
RGS4-Gao reg: modulates binding of RGS4 to human Galphao. 220,000 compounds, 0.33% hits. binding response (% of control), % at 10 µM. P09471. Multiplexed bead flow cytometry; actives lie on both sides; in the data active means binding response below about 49% or above about 150%; inactive means in between;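 further: fluorescent Galphao activated with aluminum fluoride binding bead-coupled RGS4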
Bim-Bcl-2: disrupts Bim peptide binding to human Bcl-2 | AID 950 | inhibition, % at 10 µM | Bead-based flow cytometry, Bim peptide-Bcl-2 binding | P10415 | 190,000 compounds, 0.06% hits; in the data active means inhibition above about 40%; inconclusive means no clear call, values can overlap the other calls;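 further: 0% = no compound wells with probe peptide and 100% = reference peptide inhibitor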
Target sequence (P10415 whole entry, looked up): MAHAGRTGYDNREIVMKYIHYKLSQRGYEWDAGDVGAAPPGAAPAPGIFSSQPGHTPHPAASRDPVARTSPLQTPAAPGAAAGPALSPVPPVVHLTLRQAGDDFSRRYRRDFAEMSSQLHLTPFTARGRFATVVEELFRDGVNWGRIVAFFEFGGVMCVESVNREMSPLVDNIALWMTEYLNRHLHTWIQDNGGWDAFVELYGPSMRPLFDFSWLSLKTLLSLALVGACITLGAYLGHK
RGS7-Gao: modulates binding of RGS7 to human Galphao; AID 1439; binding response (% of control), % at 10 µM; 220,000 compounds, 0.35% hits; Multiplexed bead flow cytometry; actives lie on both sides; P09471; in the data active means binding response below about 49% or above about 150%; inconclusive means no clear call, values can overlap the other calls; inactive means in between;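 further: fluorescent Galphao held in activated GDP-AlF4 state binding bead-coupled RGS7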
Bcl-W Bim block: disrupts Bim peptide binding to human Bcl-W; Q92843; inhibition, % at 10 µM; 190,000 compounds, 0.02% hits; bead-based flow cytometry;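 further: 0% = bound tracer without compound and 100% = peptide blocker; higher means less fluorescent Bim peptide bound to Bcl-W beads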
Target sequence (Q92843 whole entry, looked up): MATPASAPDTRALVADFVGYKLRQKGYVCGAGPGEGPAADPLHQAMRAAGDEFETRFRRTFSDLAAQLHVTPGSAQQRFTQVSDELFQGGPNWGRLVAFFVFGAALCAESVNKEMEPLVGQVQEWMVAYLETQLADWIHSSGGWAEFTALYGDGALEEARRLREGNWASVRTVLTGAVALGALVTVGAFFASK
Bcl-XL Bim block: disrupts Bim peptide binding to human Bcl-XL | bead flow cytometry, fluorescence | inhibition, % at 10 µM | 190,000 compounds, 0.04% hits | AID 1007
Target sequence (Q07817 whole entry, looked up): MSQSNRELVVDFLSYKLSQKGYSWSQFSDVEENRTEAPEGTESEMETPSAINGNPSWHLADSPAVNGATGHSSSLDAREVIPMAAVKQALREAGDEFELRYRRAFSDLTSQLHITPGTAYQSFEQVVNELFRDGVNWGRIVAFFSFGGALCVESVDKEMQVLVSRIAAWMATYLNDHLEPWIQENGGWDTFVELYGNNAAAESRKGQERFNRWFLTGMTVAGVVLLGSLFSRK
Mcl-1 Bim block: disrupts Bim peptide binding to human Mcl-1. Q07820. Bead-based flow cytometry, Bim peptide-Mcl-1 binding. inhibition, % at 10 µM. 190,000 compounds, 0.1% hits. AID 1009;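 further: 0% = no compound tracer wells and 100% = peptide blocker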
Target sequence (Q07820 whole entry, looked up): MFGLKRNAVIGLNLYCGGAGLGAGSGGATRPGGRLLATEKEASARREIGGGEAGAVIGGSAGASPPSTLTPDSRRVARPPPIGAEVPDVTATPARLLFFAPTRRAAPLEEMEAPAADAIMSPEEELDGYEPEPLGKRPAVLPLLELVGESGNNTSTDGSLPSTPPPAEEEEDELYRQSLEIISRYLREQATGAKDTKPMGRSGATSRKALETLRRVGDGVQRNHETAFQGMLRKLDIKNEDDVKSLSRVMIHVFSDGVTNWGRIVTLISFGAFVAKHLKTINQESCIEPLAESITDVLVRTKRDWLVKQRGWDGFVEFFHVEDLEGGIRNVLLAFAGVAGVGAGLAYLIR
Mcl1 Noxa PPI: Mcl-1/Noxa interaction inhibition; TR-FRET Mcl-1/Noxa peptide binding, 2 h; inhibition, % at 21.7 µM; 220,000 compounds, 1.5% hits;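 active means compounds that cut the protein-peptide binding signal by more than 50% relative to plate controls in a single-dose test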;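 further: His-tagged Mcl-1 with rhodamine Noxa BH3 peptide and terbium anti-His antibody; 0% = Mcl-1 plus Noxa peptide wells and 100% = peptide-only wells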
RGS8-Gao reg: regulators of human RGS8-Galphao interaction | response (percent of control binding), % at 10 µM | multiplexed bead flow cytometry, RGS8-Galphao binding; actives lie on both sides | 220,000 compounds, 0.34% hits | AID 1423; in the data active means response below about 60% or above about 140%; inactive means in between;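 further: Galphao activated as the GDP aluminium fluoride complex binding bead-coupled RGS8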
Mcl1-Bid inh: Mcl-1/Bid interaction inhibition; TR-FRET Mcl-1/Bid-Dy647 peptide binding, 1536-well; Q07820; 220,000 compounds, 0.97% hits; inhibition, % at 21.7 µM;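 active means compounds that cut the binding signal by more than half at the single screening dose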;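 further: His-tagged Mcl-1 with europium anti-His antibody binding Bid BH3 peptide; 0% = Mcl-1 plus peptide wells and 100% = peptide-only wells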
Bim-Bcl-B: disrupts Bim peptide binding to human Bcl-B; bead-based flow cytometry; inhibition, % at 10 µM; 190,000 compounds, 0.073% hits;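 further: 0% = tracer peptide without compound and 100% = reference inhibitor peptide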
Starred values were filed as active, the others as inactive; ? = inconclusive; / = not tested or not shown. Unless noted, no stated cut-off is given here; in the data, active means inhibition above about 40%.

| nr | SMILES | Bfl-1 Bim block | RGS4-Gao reg | Bim-Bcl-2 | RGS7-Gao | Bcl-W Bim block | Bcl-XL Bim block | Mcl-1 Bim block | Mcl1 Noxa PPI | RGS8-Gao reg | Mcl1-Bid inh | Bim-Bcl-B |
| --- | --- | --- | --- | --- | --- | --- | --- | --- | --- | --- | --- | --- |
| 1 | Cc1ccc(-c2nc(CSCC(=O)NCCCN3CCOCC3)c(C)o2)cc1 | -4 | 95 | -7 | 102 | -3 | -5 | -2 | 4 | 100 | -15 | -2 |
| 2 | Cc1cccc(NC(=O)CCSc2nncn2C)c1 | 0 | 101 | -9 | 96 | -2 | -3 | -1 | 26 | 99 | -5 | -2 |
| 3 | CCN1CCN(c2ccc([N+](=O)[O-])cc2S(=O)(=O)N2CCOCC2)CC1 | -5 | 97 | -2 | ? | 0 | 0 | 2 | 15 | 99 | -23 | -4 |
| 4 | O=C(NCC(c1ccco1)N1CCCCC1)C(c1ccccc1)c1ccccc1 (configuration not stated) | -4 | 102 | -1 | 96 | 1 | -6 | 3 | 9 | 103 | -27 | -1 |
| 5 | O=C(CCCC(=O)n1cnc2ccccc21)n1cnc2ccccc21 | -11 | 104 | -9 | 107 | 4 | -6 | -3 | -2 | 103 | 10 | -10 |
| 6 | CCNC(=O)N1C(=O)C2(OCCO2)c2ccccc21 | -10 | 101 | -5 | 99 | -2 | -6 | 1 | -8 | 101 | -5 | -6 |
| 7 | CCCCOc1cccc(C(=O)N(Cc2cccs2)C2CCS(=O)(=O)C2)c1 (configuration not stated) | -17 | 101 | -9 | 97 | -1 | -8 | -3 | -17 | 101 | -10 | -8 |
| 8 | Cc1ccc(OC/C(O)=C(\C#N)c2nc3ccccc3s2)cc1 | -1 | 101 | -4 | 103 | -3 | -4 | -1 | 34 | 106 | 23 | -6 |
| 9 | COc1ccc(-n2c(COc3ccc(Cl)cc3)nnc2SCc2ccc(C#N)cc2)cc1 | -5 | 102 | -6 | 99 | -3 | -4 | 0 | 13 | 99 | 8 | -6 |
| 10 | COc1ccc(C(CCN2CCOCC2)c2c(O)cc(OC)cc2OC)cc1 (configuration not stated) | / | 110 | / | ? | / | / | / | -8 | 106 | -47 | / |
| 11 | Cc1ccccc1NC(=O)Cn1c(NCC(C)O)nc2ccccc21 (configuration not stated) | -19 | 104 | -5 | 99 | -6 | -12 | -7 | 7 | 102 | -12 | -11 |
| 12 | CCNS(=O)(=O)c1ccc(CCC(=O)NC2CCCC2)cc1 | -5 | 103 | -7 | 98 | -1 | -3 | -1 | 19 | 104 | -4 | -4 |
| 13 | CC1(C)N=C(C(=O)c2ccccc2)N(O)C1(C)O (configuration not stated) | -14 | 102 | -9 | 104 | 0 | -7 | 0 | 0 | 100 | -5 | -10 |
| 14 | Cc1cccc(OCCn2cc(/C=N/NC(=O)c3ccncc3)c3ccccc32)c1 | 1 | 102 | -4 | 106 | -4 | -2 | -8 | 21 | 107 | -7 | -3 |
| 15 | Cc1cccc(N2CCN(C(=O)c3ccc(N4CCCC4=O)cc3)CC2)c1C | -9 | 102 | -3 | 106 | 0 | -8 | -1 | 4 | 107 | 1 | -5 |
| 16 | COc1cc(/C=C(\C#N)C(=O)Nc2cccc3ncccc23)cc(OC)c1OC | -2 | 96 | -2 | 101 | -4 | -6 | -6 | 21 | 98 | -7 | -6 |
| 17 | COc1cc(OC)cc(C(=O)NCC(=O)OCC(=O)N2CC(C)CC(C)C2)c1 (configuration not stated) | -6 | 102 | -3 | 99 | -1 | -4 | -1 | 7 | 102 | -19 | -3 |
| 18 | COc1cc(-c2n[nH]c(=S)n2-c2cccc(C(F)(F)F)c2)cc(OC)c1OC | -13 | 100 | -6 | 109 | -2 | -6 | -5 | 35 | 100 | -39 | -10 |
| 19 | COc1ccc(/C=C(/C#N)C(=O)Nc2ccc(O)cc2)cc1C(=O)O | 4 | 104 | 6 | 96 | 11 | 11 | 12 | 20 | 102 | 0 | 10 |
| 20 | COc1cc(/C=N/NC(=O)CCC(=O)NC2CCCCC2)ccc1C | -2 | 101 | -4 | ? | 1 | 0 | 0 | 12 | 100 | -8 | -2 |
| 21 | CCOC(=O)C1=C(Nc2ccc(Cl)cc2)OCC1=O | / | 107 | / | ? | / | / | / | 7 | 103 | -17 | / |
| 22 | Cc1cc(OCCCCN2C(=O)NC(C)(C)C2=O)ccc1[N+](=O)[O-] | 0 | 95 | 0 | ? | 1 | -2 | 13 | 2 | 97 | -19 | 1 |
| 23 | COc1ccc(/C=C2\CCCC3C2=NN(C(=O)CSc2n[nH]c(N)n2)C3c2ccc(OC)cc2)cc1 (configuration not stated) | 2 | 107 | 0 | 107 | 14 | 0 | 1 | 12 | 107 | -8 | -1 |
| 24 | O=C1NN=C(CSc2n[nH]c(=S)s2)CS1 | -1 | 92 | -5 | 93 | -4 | -7 | -1 | 16 | 81 | -59 | -8 |
| 25 | COc1cc(C(=O)NC(CCSC)C(=O)OCC(=O)NC(=O)C2CCCCC2)cc(OC)c1OC (configuration not stated) | -4 | 98 | -4 | 96 | -5 | -3 | -2 | 13 | 99 | -30 | -4 |
| 26 | CCOC(=O)N1CCN(C(=O)c2ccc(Cl)c(S(=O)(=O)Nc3ccccc3)c2)CC1 | -13 | 105 | -8 | 99 | 2 | -7 | -5 | -33 | 99 | -38 | -5 |
| 27 | Cn1ccnc1C(=O)c1ccc(S(=O)(=O)N2CCCC2)cc1 | -5 | 99 | 0 | ? | 1 | 0 | 0 | 18 | 100 | -19 | -4 |
| 28 | CN(c1ccc(C(=O)NC2CC2)cc1)S(=O)(=O)c1ccccc1 | -4 | 101 | -4 | 102 | -1 | -3 | 0 | 2 | 101 | -5 | -2 |
| 29 | Cc1ccc(CN2CCN(CC(=O)N=Nc3c(O)[nH]c4ccccc34)CC2)cc1 | -10 | 102 | -7 | 100 | -4 | -5 | -6 | -2 | 101 | -5 | -10 |
| 30 | CCCCC(C)(O)C/C=C/[C@H]1[C@H](O)CC(=O)[C@@H]1CCCCCCC(=O)OC (some centres not stated) | -2 | 93 | 0 | 98 | -5 | -11 | -2 | 12 | 83 | -29 | -5 |
| 31 | CCC(=O)NC1(C(F)(F)F)C(=O)NC(C)=C1C#N (configuration not stated) | 1 | 100 | 7 | 105 | 6 | 3 | 0 | 2 | 97 | -27 | 1 |
| 32 | COc1cccc(-c2cc(=O)c3cc(NC(=O)c4ccccc4)ccc3[nH]2)c1 | -2 | 103 | -1 | 101 | -2 | -3 | -4 | -2 | 101 | 17 | -3 |
| 33 | Cc1ccc(S(N)(=O)=O)cc1NC(=O)/C=C/c1cccs1 | -5 | 102 | 0 | 98 | 3 | 2 | 1 | 3 | 99 | -9 | -3 |
| 34 | CCC1=C(OC(=O)N(CC)CC)N2C(=O)OC(=NCc3ccccc3)[C@]2(C)[C@H]2C1=CC[C@H]1C(=O)N(c3ccccc3)C(=O)[C@H]12 | / | 93 | / | ? | / | / | / | -6 | 95 | -59 | / |
| 35 | NNC(=S)Nc1ccc(OC(F)(F)F)cc1 | / | 101 | / | ? | / | / | / | -34 | 100 | -62 | / |
| 36 | Cc1c(NC(=O)CCSCCc2ccccn2)cccc1[N+](=O)[O-] | 0 | 102 | 0 | 102 | -1 | 0 | 0 | 0 | 101 | -23 | 2 |
| 37 | Cn1c(-c2ccc(F)cc2)cnc1SCC(=O)N1CCCc2ccccc21 | 0 | 103 | -1 | 104 | 0 | -3 | -3 | 14 | 103 | -3 | -5 |
| 38 | Cc1ccc(-n2c(SCC(N)=O)nnc2-c2ccccn2)cc1 | -11 | 103 | -9 | 103 | 1 | 0 | -1 | 26 | 102 | -5 | -7 |
| 39 | c1ccc(Cn2c[n+](Cc3ccccc3)cn2)cc1 | / | 107 | / | ? | / | / | / | 8 | 103 | -6 | / |
| 40 | COCCNC(=S)N/N=C/c1ccc([N+](=O)[O-])cc1 | / | 101 | / | ? | / | / | / | 13 | 101 | -20 | / |
| 41 | COc1cccc(C2CC(C(F)(F)F)n3ncc(C(=O)O)c3N2)c1 (configuration not stated) | -12 | 99 | -9 | 95 | -1 | -2 | 0 | 21 | 101 | -3 | -7 |
| 42 | CCOC(=O)c1c(NC(=O)CC(C)C)sc(C(C)=O)c1C | / | 105 | ? | 102 | / | / | / | -20 | 102 | 6 | / |
| 43 | CCCc1nnc(SCC(=O)N(CC)CC)n1CC1CCCO1 (configuration not stated) | -5 | 101 | -2 | 94 | -4 | -7 | 0 | 6 | 102 | -26 | -4 |

Ordered by count of non-hydrogen atoms (descending): twelve of the compounds above.
| nr | SMILES | Bfl-1 Bim block | RGS4-Gao reg | Bim-Bcl-2 | RGS7-Gao | Bcl-W Bim block | Bcl-XL Bim block | Mcl-1 Bim block | Mcl1 Noxa PPI | RGS8-Gao reg | Mcl1-Bid inh | Bim-Bcl-B |
| --- | --- | --- | --- | --- | --- | --- | --- | --- | --- | --- | --- | --- |
| 25 | COc1cc(C(=O)NC(CCSC)C(=O)OCC(=O)NC(=O)C2CCCCC2)cc(OC)c1OC (configuration not stated) | -4 | 98 | -4 | 96 | -5 | -3 | -2 | 13 | 99 | -30 | -4 |
| 26 | CCOC(=O)N1CCN(C(=O)c2ccc(Cl)c(S(=O)(=O)Nc3ccccc3)c2)CC1 | -13 | 105 | -8 | 99 | 2 | -7 | -5 | -33 | 99 | -38 | -5 |
| 29 | Cc1ccc(CN2CCN(CC(=O)N=Nc3c(O)[nH]c4ccccc34)CC2)cc1 | -10 | 102 | -7 | 100 | -4 | -5 | -6 | -2 | 101 | -5 | -10 |
| 32 | COc1cccc(-c2cc(=O)c3cc(NC(=O)c4ccccc4)ccc3[nH]2)c1 | -2 | 103 | -1 | 101 | -2 | -3 | -4 | -2 | 101 | 17 | -3 |
| 37 | Cn1c(-c2ccc(F)cc2)cnc1SCC(=O)N1CCCc2ccccc21 | 0 | 103 | -1 | 104 | 0 | -3 | -3 | 14 | 103 | -3 | -5 |
| 41 | COc1cccc(C2CC(C(F)(F)F)n3ncc(C(=O)O)c3N2)c1 (configuration not stated) | -12 | 99 | -9 | 95 | -1 | -2 | 0 | 21 | 101 | -3 | -7 |
| 43 | CCCc1nnc(SCC(=O)N(CC)CC)n1CC1CCCO1 (configuration not stated) | -5 | 101 | -2 | 94 | -4 | -7 | 0 | 6 | 102 | -26 | -4 |
| 27 | Cn1ccnc1C(=O)c1ccc(S(=O)(=O)N2CCCC2)cc1 | -5 | 99 | 0 | ? | 1 | 0 | 0 | 18 | 100 | -19 | -4 |
| 40 | COCCNC(=S)N/N=C/c1ccc([N+](=O)[O-])cc1 | / | 101 | / | ? | / | / | / | 13 | 101 | -20 | / |
| 31 | CCC(=O)NC1(C(F)(F)F)C(=O)NC(C)=C1C#N (configuration not stated) | 1 | 100 | 7 | 105 | 6 | 3 | 0 | 2 | 97 | -27 | 1 |
| 35 | NNC(=S)Nc1ccc(OC(F)(F)F)cc1 | / | 101 | / | ? | / | / | / | -34 | 100 | -62 | / |
| 24 | O=C1NN=C(CSc2n[nH]c(=S)s2)CS1 | -1 | 92 | -5 | 93 | -4 | -7 | -1 | 16 | 81 | -59 | -8 |
